High-throughput results deposited in PubChem by The Scripps Research Institute Molecular Screening Center.
M1 ag parental: counter-screen for M1 agonists: effect in parental CHO-K1 cells; 0.48% of 360,000 active; Fluo-8 calcium fluorescence; scaled to maximal ATP response, vehicle zero; activation, % at 3 µM; AID 602248; in the data active = activation above about 15%;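 note: untransfected CHO-K1 host cells lacking M1 receptor as counterscreen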
M1 ag: activates human CHRM1 receptor; activation, % at 3 µM; CHO-K1 hM1, Fluo-8 calcium fluorescence, agonist mode; 0% DMSO, 100% acetylcholine EC100; 0.33% of 360,000 active; P11229;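 active = activation above the run's mean compound activation plus 3 SD, cut at about 16% in these data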;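 note: peak over basal fluorescence ratio within a 140 s kinetic read after compound addition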
Target sequence (P11229 whole entry, looked up): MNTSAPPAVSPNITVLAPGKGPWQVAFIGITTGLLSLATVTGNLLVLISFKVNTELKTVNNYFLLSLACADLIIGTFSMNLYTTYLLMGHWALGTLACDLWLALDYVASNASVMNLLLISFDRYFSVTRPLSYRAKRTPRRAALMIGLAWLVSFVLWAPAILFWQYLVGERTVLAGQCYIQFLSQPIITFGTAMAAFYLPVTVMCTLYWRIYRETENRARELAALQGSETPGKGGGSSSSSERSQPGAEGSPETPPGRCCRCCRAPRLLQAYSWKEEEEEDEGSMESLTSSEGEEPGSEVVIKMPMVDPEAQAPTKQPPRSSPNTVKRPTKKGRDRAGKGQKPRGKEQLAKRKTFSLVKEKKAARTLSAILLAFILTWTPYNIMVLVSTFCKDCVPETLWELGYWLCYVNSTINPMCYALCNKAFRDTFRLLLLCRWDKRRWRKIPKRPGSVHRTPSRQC
CHRM1 PAM: positive allosteric modulators of human M1 muscarinic receptor; CHO-K1 hM1, Fluo-8 calcium fluorescence, ACh EC20; 0% = ACh EC20, 100% = maximal ACh; 0.088% of 360,000 active; AID 588819; activation, % at 3 µM; P11229; in the data active = activation above about 19%, passing the limit was not always enough
CHO parental Ca: counter-screen for OX1R antagonists: effect in parental CHO cells. parental CHO-K1, ATP-induced calcium, Fluo-8 fluorescence. inhibition, % at 5.6 µM. 0.63% of 330,000 active. AID 463079;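 active = inhibition above that plate's mean sample inhibition plus 3 SD, cut at about 26% in these data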;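 note: 0% = ATP-challenged DMSO wells and 100% = DMSO wells without ATP; some compounds past the cut are filed as inactive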
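test system = CHO parental line | reagent = ATP stimulus | measured by = intracellular calcium via Fluo-8 no-wash fluorescent dye | control set = ATP and no-ATP DMSO wells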
CHO-K1 Ca PAM: nonselective activator or artifact in parental CHO-K1 calcium assay; ATP EC20, Fluo-8 calcium fluorescence; 0% at ATP EC20, 100% at ATP max; activation, % at 3 µM; 0.02% of 360,000 active; AID 602247;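 active = activation above the run cutoff, the mean activation of all test compounds plus 3 SD, cut at about 40% in these data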;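 note: peak over basal fluorescence ratio in a 140 s read after ATP addition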
M1 antag: blocks human M1 muscarinic receptor; CHO-K1 hM1, Fluo-8 calcium fluorescence, ACh EC80 antagonist; inhibition, % at 3 µM; 1.3% of 360,000 active;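 active = percent inhibition above its own plate's cutoff, namely the mean of that plate's compound wells plus 3 SD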;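 note: peak over basal fluorescence ratio during 140 s after agonist addition; 0% = ACh EC80 plus DMSO and 100% = DMSO alone without agonist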
CHO-K1 Ca antag: nonselective inhibitor or artifact in parental CHO-K1 cells; ATP-induced calcium, Fluo-8 fluorescence; AID 602250; 0.6% of 360,000 active; inhibition, % at 3 µM;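 active = inhibition above a per-plate cutoff, the plate's mean sample inhibition plus 3 SD, cut at about 24% in these data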;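 note: 0% = DMSO plus EC80 ATP and 100% = DMSO alone without ATP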
TAAR1 agonist: human TAAR1 agonism; CHO RD-HGA16 TAAR1, Fluo-8 calcium fluorescence; vehicle wells 0%, saturating PEA agonist 100%; Q96RJ0; activation, % at 3 µM; 0.99% of 360,000 active; AID 624467;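 active = activation above the mean activation of all test compounds in the run plus 3 SD, cut at about 38% in these data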
Target sequence (Q96RJ0 whole entry, looked up): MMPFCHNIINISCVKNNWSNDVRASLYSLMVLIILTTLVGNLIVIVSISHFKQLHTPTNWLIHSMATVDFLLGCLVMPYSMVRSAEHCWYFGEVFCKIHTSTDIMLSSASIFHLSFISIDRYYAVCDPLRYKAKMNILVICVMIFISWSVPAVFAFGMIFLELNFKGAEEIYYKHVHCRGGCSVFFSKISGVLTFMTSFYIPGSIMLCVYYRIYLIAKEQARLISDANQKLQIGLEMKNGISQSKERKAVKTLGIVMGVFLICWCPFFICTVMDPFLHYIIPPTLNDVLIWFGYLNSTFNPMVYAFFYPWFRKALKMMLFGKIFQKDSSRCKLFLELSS
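System: CHO-derived RD-HGA16 cells with stable Gα16 and human TAAR1 / Times: 17-24 h plating, Fluo-8 75 min 37 °C, 30 min RT / Technique: calcium-sensitive Fluo-8 signal, excitation 470-495, emission 515-575 nm / Measure: % activation relative to PEA EC100 response / Benchmarks: DMSO and PEA EC100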
TAAR1 antagonist: antagonists of human TAAR1; Q96RJ0; CHO RD-HGA16 TAAR1, Fluo-8 calcium fluorescence, antagonist; inhibition, % at 3 µM; 1.5% of 360,000 active;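 active = inhibition above a per-plate cutoff, the mean inhibition of test compounds on that plate plus 3 SD, cut at about 49% in these data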;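 note: 0% = DMSO plus EC80 beta-PEA response and 100% = DMSO alone without agonist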
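System: RD-HGA16 CHO cells with stable hTAAR1 and Gα16 | Probe or stimulus: EC80 β-phenethylamine stimulus | Dosing: 3 µM, single point | Times: Dye loading 75 min at 37 °C, then 30 min room temperature | Measured by: Fluo-8 calcium-sensitive fluorescence | Read-out basis: % inhibition of agonist calcium response | Replicates: n of 1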
Numbers without * were called inactive; x = not tested or not shown; & = joins results of further samples; ! = a repeat was not active.

SMILES | M1 ag parental | M1 ag | CHRM1 PAM | CHO parental Ca | CHO-K1 Ca PAM | M1 antag | CHO-K1 Ca antag | TAAR1 agonist | TAAR1 antagonist
CCCN(C(=O)c1cc(S(=O)(=O)N2CCN(CC)CC2)ccc1Cl)C1CCS(=O)(=O)C1 (stereo unspecified) | 0.0 | -6 | 0 | x | 16 | 1 | -13 | 3 | -9
COc1ccc(C)cc1NC(=O)COCC(=O)O | 0.5 | -1 | 5 | 2 | 17 | 6 | -14 | 9 | 4
CC(CC(=O)Nc1ccc(S(=O)(=O)N2CCOCC2)cc1)c1ccccc1 (stereo unspecified) | 4.5 | 0 | 2 | -6 | 3 | -5 | -7 | 6 | -4
CCCCn1c(CNC(=O)C(C)(C)C)nc2ccccc21 | 0.0 | -12 | 11 | -14 | 26 | -16 | -11 | -1 | -4
Cc1ccc(S(=O)(=O)NC(CC(C)C)C(=O)NCc2ccco2)cc1 (stereo unspecified) | 0.7 | -5 | 6 | -6 | 21 | -3 | -10 | 2 | 10
O=C(CN(C(=O)CCC(=O)Nc1ccccn1)c1ccc2c(c1)OCO2)NCc1ccc(F)cc1 | 2.8 | -6 | 5 | -21 | 4 | -1 | -15 | -1 | 6
C(=N\Nc1nccc(-c2cccnc2)n1)/c1ccccc1 | 1.6 | -5 | 11 | -13 | 16 | -24 | -10 | 8 | -8
C=CCn1c(SCc2cc(=O)n3ccsc3n2)nc2ccccc2c1=O | 0.8 | 0 | 7 | -30 | 9 | -2 | -11 | 8 | -6
CCN(CC(=O)NCc1cccs1)C(=O)c1ccc(NS(=O)(=O)c2cccc([N+](=O)[O-])c2)cc1 | 1.9 | -2 | 17 | -9 | 5 | -12 | -3 | 0 | -9
CCCCCc1ccc(-c2cn(Cc3ccc(C)cc3)nn2)cc1 | 1.4 | -3 | 7 | 8 | 18 | -9 | -16 | 8 | -12
O=C(OCc1ccccc1F)c1cnc(Cl)c(Cl)c1 | -0.1 | -4 | 9 | -19 | -4 | -6 | -13 | 1 | -16
O=C(Oc1ccc(F)cc1)c1ccc2c(=O)n3c(nc2c1)CCC3 | 11 | 4 | 0 | -5 | 12 | -1 | -6 | 7 | 2
CCOC(=O)C1=C(N)OC2=C(C(=O)CC(C)C2)C1c1cccnc1 (stereo unspecified) | -0.2 | -7 | 4 | -6 | 10 | 4 | 0 | 2 | 8
Cc1nc(Cl)c(C(=O)NC(=O)Nc2cccc(C(F)(F)F)c2)c(C)c1[N+](=O)[O-] | 2.8 | 3 | -12 | 19 | 15 | 23 | -3 | 42* | 29
Cc1ccccc1C(=O)c1c[nH]c(C(=O)N=CN(C)C)c1 | 4.0 | -2 | 0 | -5 | -5 | 10 | 6 | 10 | 19
O=C(Nc1ccccc1)Nc1nnc([C@H]2C[C@H](O)[C@@H](CO)O2)s1 | -0.2 | -3 | 1 | x | 4 | -3 | 26* | 44* | 1
Cc1nnc(NC(=O)CSc2nnc(CNC(=O)c3ccccc3)o2)s1 | 0.9 | -3 | 5 | 7 | 10 | -5 | -4 | 3 | -21
COc1ccc(NC(=O)[C@H](C)NS(=O)(=O)c2ccc(NC(C)=O)cc2)cc1Cl | 0.1 | -4 | 2 | x | 8 | -8 | -10 | 0 | -4
CC1CN(CCCOc2ccccc2[N+](=O)[O-])CC(C)O1 (stereo unspecified) | 0.5 | -8 | -2 | 8 | -14 | 6 | 12 | 9 | -9
O=C(O)c1ccc(C2SCC(=O)N2Cc2ccccc2)cc1 (stereo unspecified) | 0.1 | 8 | 8 | -1 | 19 | -12 | -5 | 4 | -5
COc1cc(C(=O)Nc2nc(-c3cccs3)cs2)cc(OC)c1OC | 7.8 | -1 | -10 | -1 | 16 | 24 | 9 | 37 | 83*
CCOC(=O)C1CCCN(C(=O)CCCn2nc(C)n3c(cc4sccc43)c2=O)C1 (stereo unspecified) | 0.3 | 34* | -16 | -14 | 0 | 10 | 7 | 32 | 6
O=C(COc1ccc2c(-c3ccccc3)cc(=O)oc2c1)N1C[C@H]2C[C@@H](C1)c1cccc(=O)n1C2 | 0.3 | -12 | 2 | x | 2 | -9 | -8 | 2 | 10
CCOC(=O)C1=CCC(c2ccccc2C(F)(F)F)N(S(=O)(=O)c2ccc(C)cc2)C1 (stereo unspecified) | 1.1 | -8 | -8 | x | 12 | 4 | 6 | -1 | -8
CCOC(=O)c1c(NS(=O)(=O)Cc2ccccc2)sc2c1CCCC2 | -0.6 | -2 | 0 | -22 | 10 | 5 | -7 | 12 | 9

Following part:
SMILES | M1 ag parental | M1 ag | CHRM1 PAM | CHO parental Ca | CHO-K1 Ca PAM | M1 antag | CHO-K1 Ca antag | TAAR1 agonist | TAAR1 antagonist
COc1ccc(C(=O)N2CCc3ccccc32)cc1 | 0.1 | 2 | 4 | -4 | 14 | -4 | -2 | 2 | -38
CCCCNS(=O)(=O)c1ccc2nc(-c3cccnc3)cc(C(=O)NC3CC3)c2c1 | 2.1 | -6 | 0 | -6 | 4 | -2 | -9 | 2 | 10
O=S(=O)(NCCc1ccccc1)c1ccccc1 | 0.0 | -4 | -1 | -11 | -5 | 12 | 10 | 16 | 5
CC1(C)CC(c2nc(-c3ccccc3)cs2)CCS1 (stereo unspecified) | -0.2 | -7 | 3 | -11 | 8 | -7 | -2 | -2 | -1
Cc1ccc(C(=O)NC(C(=O)OCc2cn3cc(Cl)ccc3n2)C(C)C)cc1 (stereo unspecified) | 1.0 | -7 | 0 | -30 | 13 | -1 | -25 | -1 | -8
O=C(COC(=O)CNC(=O)c1ccccc1)Nc1ccc(Cl)cn1 | 0.5 | -1 | 7 | -21 | 7 | -18 | -13 | 0 | -4
Cc1cc(-c2ccccc2)nc(N/N=C/c2ccccc2F)n1 | 0.1 | 1 | 17 | -24 | -11 | -9 | 3 | 0 | 22
CCCCN1C(=O)C(CC(=O)NCC2CCCCC2)CC(C(=O)N(CC)CC)=C1C (stereo unspecified) | -0.3 | -3 | 12 | x | 11 | -14 | -10 | 3 | -4
Cc1ccc(-n2c(=O)c3sccc3n(CC(=O)NCc3ccco3)c2=O)cc1F | -0.3 | -1 | 2 | -18 | -8 | -6 | -2 | 1 | -12
O=C1CC(c2ccco2)=Nc2ccccc2N1 | 1.3 | -9 | 5 | -5 | 20 | -11 | -2 | 5 | -5
S=C(NCCCCNC(=S)NCc1ccccc1)NCc1ccccc1 | 6.2 | -1 | -1 | -13 | 9 | 7 | -12 | 7 | 9
O=C(CCc1ccccc1)Nc1nn[nH]n1 | 1.6 | -3 | 13 | -6 | 28 | -13 | -17 | 0 | -2
C(=NOCc1ccccc1)c1cccnc1 | 0.6 | -3 | 5 | x | 9 | -8 | -4 | 1 | 14
Cc1nn(CC(=O)Nc2ccccn2)c(C)c1[N+](=O)[O-] | 6.7 | 2 | 0 | 7 | 7 | -13 | -5 | 12 | 6
C/C(N)=C(/C#N)C(=O)COC(=O)c1cccc(C)c1O | 1.2 | -1 | 2 | -8 | -14 | 10 | 1 | 2 | -8
COc1cc(N2C(=O)c3ccccc3C2=O)c(Cl)cc1C(=O)OCC(=O)N(C)C | 0.5 | -5 | 10 | -10 | -11 | -11 | 4 | 8 | -13
O=C(COc1ccc(Cl)cc1)Nc1ccc(Cc2ccncc2)cc1 | 9.9 | -4 | -9 | 14 | 6 | 4 | 2 | 2 | 5
Oc1c(Br)cc(C2N=C(c3ccccc3Cl)NO2)cc1Br (stereo unspecified) | 0.0 | -1 | -5 | -5 | -2 | -5 | 4 | 4 | 9
Cc1nn(Cc2noc(C(=O)NCc3ccc(F)cc3)n2)c(C)c1Br | 7.3 | -6 | 7 | -15 | 12 | -12 | -9 | 3 | -16
O=C(O)CCN1C(=O)CC(N2C(=O)/C(=C/c3ccc(Cl)cc3)SC2=S)C1=O (stereo unspecified) | 14 | -8 | 5 | -2 | 19 | -10 | 12 | 3 | -4
COC(=O)c1ccc(NC(=S)NCCc2ccc(OC)cc2)cc1 | 3.7 | 1 | 0 | -1 | -4 | 4 | 2 | 5 | 27
O=C(NCCNC(=O)c1ccc(-c2cccc(Cl)c2)o1)c1cnccn1 | 6.5 | 2 | 4 | x | 19 | -8 | 3 | 28 | 32
CCN(CC)CCNC(=O)c1ccc(Cl)c(S(=O)(=O)Nc2ccc(Cl)cc2)c1 | 0.7&-0.1 | -7&-6 | 0&3 | -25 | 18&-8 | -3&0 | -13&15 | 70*! | 39&11
COCCCNC(=O)c1ccc2c(=O)n(CC3CCCO3)c(=S)[nH]c2c1 (stereo unspecified) | 0.2 | -3 | 1 | -1 | -4 | -3 | 5 | 1 | -9
Cc1cccc(CNC(=O)c2ccc3c(c2)N(C)CCS3)c1 | 2.2 | -5 | -8 | -8 | -8 | 10 | 4 | -3 | 4

(next part)
SMILES | M1 ag parental | M1 ag | CHRM1 PAM | CHO parental Ca | CHO-K1 Ca PAM | M1 antag | CHO-K1 Ca antag | TAAR1 agonist | TAAR1 antagonist
COc1ccc(N2C(=O)c3ccccc3C2O)cc1 (stereo unspecified) | 0.4 | -3 | -5 | -9 | 9 | -1 | -1 | 0 | -16
O=C(c1cccs1)N1CCCC(c2nc3c(nnn3Cc3c(Cl)cccc3Cl)c(=O)[nH]2)C1 (stereo unspecified) | 1.0 | -9 | 7 | -35 | 13 | -7 | -4 | 9 | -8
NC(=O)c1nnsc1Sc1c(C(N)=O)nnn1-c1cccc(N)c1 | 1.2 | -1 | 8 | 12 | 16 | 1 | -12 | 9 | 18
Cc1ccc(C)c(NC(=O)c2sc(Cl)nc2C)c1 | -0.1 | -8 | 0 | -8 | 21 | 0 | -12 | 2 | -8
COc1cc(/C=N/NC(=O)c2ccncc2)ccc1OC(=O)c1ccco1 | -0.1 | -1 | 7 | -6 | -4 | -8 | -16 | 3 | 4
Cc1ccc(-n2nnc3c(=O)n(CC(=O)OCc4ccccc4)cnc32)cc1 | 1.1 | 3 | 17 | 2 | 21 | -15 | -12 | -2 | -3
S=C(NCCCN1CCOCC1)Nc1ccc(Cl)c(Cl)c1 | 1.5 | -3 | -4 | -1 | 18 | 6 | 12 | 8 | -5
COc1ccc(S(=O)(=O)NCc2nc3nc(C)cc(C)n3n2)cc1 | -0.1 | -4 | 2 | x | -6 | -3 | 9 | 2 | -9
